High-throughput results (PubChem BioAssay)
SENP7 inh – blocks the human protease SENP7 | inhibition, % at 5 µM | hit rate 1.5% among 330,000 | recombinant SENP7, Z-RLRGG-aminoluciferin luminescence, 40 min | Q9BQF6;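 active = inhibition above about 50% at the single test dose, limit read from the data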;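 note: plate controls were DMSO with enzyme for no effect and no enzyme buffer wells for full effect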
SENP8 block-1 – blocks the human protease SENP8; Q96LD8; purified SENP8, Z-RLRGG-aminoluciferin cleavage, luminescence; inhibition, % at 10 µM; hit rate 1.2% among 330,000; AID 2540; in the data active = inhibition above about 50%
Target sequence (Q96LD8 whole entry, looked up): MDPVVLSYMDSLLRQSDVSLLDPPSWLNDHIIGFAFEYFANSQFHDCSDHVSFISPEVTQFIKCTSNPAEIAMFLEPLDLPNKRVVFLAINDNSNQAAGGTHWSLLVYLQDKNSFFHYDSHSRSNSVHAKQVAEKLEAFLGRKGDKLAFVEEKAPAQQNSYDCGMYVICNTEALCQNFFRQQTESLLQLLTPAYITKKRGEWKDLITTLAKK
NALP3 yeast inh – NALP3 inhibition in yeast | Yeast reconstituted NLRP3/ASC/caspase-1, beta-gal luminescence, 24 h | inhibition, % at 10 µM | hit rate 0.39% among 330,000 | AID 2825;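 active = inhibition of 50% or more; inactive = inhibition below 50%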;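 note: plate controls were induced DMSO wells for no effect and uninduced yeast grown without galactose for full effect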
Apaf1 inhib – inhibitors of human Apaf-1 apoptosome | AID 489030 | O14727 | reconstituted apoptosome caspase-3 activity, DEVD-Rh110 fluorescence | hit rate 0.71% among 330,000 | inhibition, % at 20 µM; active = inhibition of at least 40% at 20 µM;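 note: plate controls were DMSO wells for no effect and DEVD-CHO caspase inhibitor wells for full effect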
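System: reconstituted apoptosome with Apaf-1, cytochrome c, caspase-9, procaspase-3, dATP; Signal: Rh110 fluorescence intensity; Schedule: 30 min compound preincubation, 50 min activation, room temperature; Reagent: cytochrome c trigger plus (Z-DEVD)2-Rh110 caspase-3 substrate.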
SENP8 block-2 – blocks human SENP8 cleavage of Nedd8 substrate | recombinant SENP8, Nedd8 substrate fluorescence | inhibition, % at 20 µM | hit rate 0.64% among 360,000 | AID 602440; in the data active = inhibition mostly above about 40%, no sharp cut-off; inactive = mostly below about 27%
PfG6PD inh – PfG6PD (Plasmodium falciparum) enzyme inhibition. inhibition, % at 20 µM. PfGluPho enzyme, NADPH resazurin-diaphorase fluorescence. hit rate 0.78% among 350,000;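 active = inhibition reaching at least a set limit at 20 µM in the primary screen, cut at about 59% in these data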;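 note: 0% = DMSO wells with substrate and 100% = DMSO wells lacking glucose-6-phosphate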
HKDC1 inh – inhibitors of human hexokinase HKDC1. inhibition, % at 20 µM. AID 493160. hit rate 0.16% among 340,000. Q2TB90. recombinant HKDC1, G6PDH/diaphorase resazurin coupled fluorescence;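 active = inhibition above about 35% when tested at 20 µM, limit read from the data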;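 note: plate controls were DMSO wells with enzyme for no effect and DMSO wells lacking enzyme for full effect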
Target sequence (Q2TB90 whole entry, looked up): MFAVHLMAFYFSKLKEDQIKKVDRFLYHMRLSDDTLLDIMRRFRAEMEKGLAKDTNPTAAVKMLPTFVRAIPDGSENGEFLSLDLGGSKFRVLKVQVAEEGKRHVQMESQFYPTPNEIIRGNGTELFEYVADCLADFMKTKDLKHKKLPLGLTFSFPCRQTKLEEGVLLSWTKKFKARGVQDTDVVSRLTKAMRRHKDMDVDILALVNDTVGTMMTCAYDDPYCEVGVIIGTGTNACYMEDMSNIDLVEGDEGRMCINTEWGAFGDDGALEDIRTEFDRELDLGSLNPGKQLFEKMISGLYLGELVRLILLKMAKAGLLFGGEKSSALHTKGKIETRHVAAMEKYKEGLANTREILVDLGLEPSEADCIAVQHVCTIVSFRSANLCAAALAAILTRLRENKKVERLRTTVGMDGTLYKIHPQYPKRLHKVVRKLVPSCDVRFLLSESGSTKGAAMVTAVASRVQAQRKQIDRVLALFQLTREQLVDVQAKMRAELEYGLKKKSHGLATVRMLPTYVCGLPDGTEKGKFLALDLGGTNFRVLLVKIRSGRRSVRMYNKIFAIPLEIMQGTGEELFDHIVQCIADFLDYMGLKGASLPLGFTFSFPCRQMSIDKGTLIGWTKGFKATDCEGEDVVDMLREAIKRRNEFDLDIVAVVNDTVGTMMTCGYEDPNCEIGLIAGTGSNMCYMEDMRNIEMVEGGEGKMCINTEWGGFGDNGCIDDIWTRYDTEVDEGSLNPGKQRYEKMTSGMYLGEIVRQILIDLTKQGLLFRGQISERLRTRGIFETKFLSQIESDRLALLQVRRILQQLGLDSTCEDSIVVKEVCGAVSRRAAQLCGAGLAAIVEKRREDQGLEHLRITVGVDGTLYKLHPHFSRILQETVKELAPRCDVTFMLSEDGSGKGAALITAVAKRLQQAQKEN
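Test system: recombinant HKDC1 (HK5) hexokinase enzyme, produced in-house; Amount: enzyme 5 µg/mL final; Buffer or medium: Tris pH 8.0 buffer with MgCl2, Tween-20, BSA, BME; Reagent: glucose and ATP substrates; Doses: 20 µM test compound, 1% DMSO; Incubation: 90 min reaction incubation at room temperature, dark; Detection: resorufin fluorescence at 613 nm.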
SENP6 inh – blocks the human protease SENP6; Recombinant SENP6 catalytic domain, aminoluciferin luminescence; Q9GZR1; inhibition, % at 10 µM; AID 2599; hit rate 1.8% among 330,000;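 active = inhibition above about 50% at the single tested dose, limit read from the data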;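 note: plate controls were DMSO wells with enzyme for no effect and DMSO wells lacking enzyme for full effect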
SENP1 FRET inh – blocks the human SENP1 SUMO protease catalytic domain | AID 624204 | inhibition, % at 10 µM | recombinant SENP1 catalytic domain, CyPet-SUMO1-YPet FRET cleavage | hit rate 0.21% among 360,000;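 active = inhibition at least 30% at 10 µM, raw YFP signal under a set limit, fluorescence ratio 0.5 to 1.5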;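 note: 0% = enzyme with DMSO and 100% = no enzyme wells; some results filed as inactive read as strong as hits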
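Test system: recombinant human SENP1 catalytic domain, His6-tagged / Medium: pH 8 Tris buffer with EDTA, NaCl, BME, BSA, NP40, catalase / Also added: SUMO1 FRET substrate flanked by Cypet and Ypet, 25 nM / Times: 50 min reaction at room temperature / Signal: FRET, CFP and YFP emission / Control set: no-enzyme low control and enzyme-plus-DMSO high control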
* marks the source's active call; other numbers are inactive results.

How did CC1(C(=O)O)COC(c2ccc(Cl)cc2)OC1 (stereo not drawn) do in these assays?
SENP7 inh: 10; SENP8 block-1: -1; NALP3 yeast inh: 5; Apaf1 inhib: -9; SENP8 block-2: 12; PfG6PD inh: -8; HKDC1 inh: -6; SENP6 inh: 8; SENP1 FRET inh: 2

Results for O=C(O)CCCCCCCCCC[n+]1ccccc1 ?
SENP7 inh: -6; SENP8 block-1: -13; NALP3 yeast inh: -7; Apaf1 inhib: 1; SENP8 block-2: 14; PfG6PD inh: -4; HKDC1 inh: -10; SENP6 inh: -10; SENP1 FRET inh: 2

Results for CC(C)CC1C(C#N)=C(N)Oc2n[nH]c(-c3cccs3)c21 (stereo not drawn) ?
SENP7 inh: 2; SENP8 block-1: 6; NALP3 yeast inh: 5; Apaf1 inhib: 31; SENP8 block-2: -65; PfG6PD inh: 13; HKDC1 inh: 17; SENP6 inh: 4; SENP1 FRET inh: 0

How did CCOc1ccc(-n2c(Cc3cc(=O)[nH]c(=O)[nH]3)nnc2SC(C)C)cc1 do in these assays?
SENP7 inh: -7; SENP8 block-1: -6; NALP3 yeast inh: 17; Apaf1 inhib: -6; SENP8 block-2: 2; PfG6PD inh: 5; HKDC1 inh: 1; SENP6 inh: -12; SENP1 FRET inh: 4

What do the screens show for `Cn1c(=O)[nH]c(=O)c2c1nc(Br)n2CC(O)c1ccccc1` (stereo not drawn)?
SENP7 inh: 8; SENP8 block-1: 0; NALP3 yeast inh: 16; Apaf1 inhib: 4; SENP8 block-2: 11; PfG6PD inh: -8; HKDC1 inh: -4; SENP6 inh: 4; SENP1 FRET inh: -1

What do the screens show for `Cn1nnnc1SCc1ccc(C(=O)Nc2ccc(Br)cc2)cc1`?
SENP7 inh: 10; SENP8 block-1: 4; NALP3 yeast inh: 5; Apaf1 inhib: 14; SENP8 block-2: 7; PfG6PD inh: -1; HKDC1 inh: 0; SENP6 inh: 3; SENP1 FRET inh: 0

What do the screens show for `N=C1C(c2ccccc2)=C(O)CN1NC(=O)c1ccccc1`?
SENP7 inh: 1; SENP8 block-1: 4; NALP3 yeast inh: 13; Apaf1 inhib: -4; SENP8 block-2: 18; PfG6PD inh: 3; HKDC1 inh: 5; SENP6 inh: -12; SENP1 FRET inh: 0

What do the screens show for `CC1(C)OC(=O)N(CCC(=O)Nc2cccc(F)c2)C1(C)O` (stereo not drawn)?
SENP7 inh: 1; SENP8 block-1: 5; NALP3 yeast inh: 4; Apaf1 inhib: -7; SENP8 block-2: 12; PfG6PD inh: 1; HKDC1 inh: -1; SENP6 inh: -2; SENP1 FRET inh: 1

Results for C=CCNCCOCCSc1ccc(Cl)cc1 ?
SENP7 inh: -1; SENP8 block-1: -9; NALP3 yeast inh: 2; Apaf1 inhib: 2; SENP8 block-2: 14; PfG6PD inh: 7; HKDC1 inh: -6; SENP6 inh: -22; SENP1 FRET inh: 2

What do the screens show for `CC(C)Nc1nc2c(c(=O)n(C)c(=O)n2C)n1C`?
SENP7 inh: -9; SENP8 block-1: -9; NALP3 yeast inh: 4; Apaf1 inhib: 2; SENP8 block-2: 23; PfG6PD inh: -14; HKDC1 inh: -2; SENP6 inh: -1; SENP1 FRET inh: 1

The last 2 entries of the part before lead into the next.
Results for C=CCNCCOCCSc1ccc(Cl)cc1 ?
SENP7 inh: -1; SENP8 block-1: -9; NALP3 yeast inh: 2; Apaf1 inhib: 2; SENP8 block-2: 14; PfG6PD inh: 7; HKDC1 inh: -6; SENP6 inh: -22; SENP1 FRET inh: 2

What do the screens show for `CC(C)Nc1nc2c(c(=O)n(C)c(=O)n2C)n1C`?
SENP7 inh: -9; SENP8 block-1: -9; NALP3 yeast inh: 4; Apaf1 inhib: 2; SENP8 block-2: 23; PfG6PD inh: -14; HKDC1 inh: -2; SENP6 inh: -1; SENP1 FRET inh: 1

Results for O=C(CSc1cccc[n+]1[O-])NC(=O)c1ccc(OC(F)F)cc1 ?
SENP7 inh: -50; SENP8 block-1: -12; NALP3 yeast inh: 10; Apaf1 inhib: 0; SENP8 block-2: 15; PfG6PD inh: -8; HKDC1 inh: 1; SENP6 inh: 13; SENP1 FRET inh: 0

How did CCOC(=O)c1ccc(NC(=O)c2ccc(CN3CCOCC3)cc2)cc1 do in these assays?
SENP7 inh: 8; SENP8 block-1: 4; NALP3 yeast inh: 12; Apaf1 inhib: -8; SENP8 block-2: 16; PfG6PD inh: 13; HKDC1 inh: -8; SENP6 inh: 4; SENP1 FRET inh: 1

How did Cc1n[nH]c(=O)nc1N1CCN(c2ccccc2)CC1 do in these assays?
SENP7 inh: 12; SENP8 block-1: 18; NALP3 yeast inh: 16; Apaf1 inhib: -18; SENP8 block-2: 27; PfG6PD inh: -15; HKDC1 inh: -5; SENP6 inh: 12; SENP1 FRET inh: 2

What do the screens show for `Cc1ccccc1NC(=S)N(C)C1(c2ccccc2Cl)CCCCC1=O` (stereo not drawn)?
SENP7 inh: 5; SENP8 block-1: 5; NALP3 yeast inh: 13; Apaf1 inhib: -3; SENP8 block-2: 5; PfG6PD inh: -5; HKDC1 inh: -9; SENP6 inh: -1; SENP1 FRET inh: 2

How did Cc1ccc(-c2nnn(CC(=O)N(c3ccccc3)C(C(=O)NC3CCCC3)c3ccco3)n2)o1 (stereo not drawn) do in these assays?
SENP7 inh: -3; SENP8 block-1: 6; NALP3 yeast inh: 16; Apaf1 inhib: -12; SENP8 block-2: 7; PfG6PD inh: -3; HKDC1 inh: 0; SENP6 inh: 1; SENP1 FRET inh: -2

What do the screens show for `Cc1cc(C)c2c(c1)-c1c(ssc1=S)C(C)(C)N2C(=O)CN1C(=O)c2ccccc2C1=O`?
SENP7 inh: 1; SENP8 block-1: 0; NALP3 yeast inh: 17; Apaf1 inhib: 7; SENP8 block-2: 22; PfG6PD inh: -8; HKDC1 inh: -4; SENP6 inh: -16; SENP1 FRET inh: 2

How did COc1ccc2oc(C(=O)NCCC(C)C)c(C)c2c1 do in these assays?
SENP7 inh: 0; SENP8 block-1: -7; NALP3 yeast inh: 27; Apaf1 inhib: 11; SENP8 block-2: -50; PfG6PD inh: 7; HKDC1 inh: 0; SENP6 inh: -33; SENP1 FRET inh: -1

Results for CCOc1ccc(CCNC(=O)Cn2cccc2C(=O)c2ccccc2)cc1OCC ?
SENP7 inh: 2; SENP8 block-1: -1; NALP3 yeast inh: 19; Apaf1 inhib: -1; SENP8 block-2: 12; PfG6PD inh: 3; HKDC1 inh: -8; SENP6 inh: 9; SENP1 FRET inh: 3

How did CN(Cc1cccc([N+](=O)[O-])c1)Cc1cccc2ccccc12 do in these assays?
SENP7 inh: 11; SENP8 block-1: -11; NALP3 yeast inh: 17; Apaf1 inhib: 12; SENP8 block-2: 10; PfG6PD inh: 7; HKDC1 inh: -1; SENP6 inh: -5; SENP1 FRET inh: 3

What do the screens show for `Cc1cc(C(=O)NC2CCN(Cc3ccccc3)CC2)n[nH]1`?
SENP7 inh: 2; SENP8 block-1: -3; NALP3 yeast inh: 8; Apaf1 inhib: -12; SENP8 block-2: 11; PfG6PD inh: -17; HKDC1 inh: -7; SENP6 inh: 15; SENP1 FRET inh: -1

Results for Brc1ccc(-n2cc(-c3ccccc3)c3c(NN4CCOCC4)ncnc32)cc1 ?
SENP7 inh: -5; SENP8 block-1: -7; NALP3 yeast inh: 17; Apaf1 inhib: 9; SENP8 block-2: 8; PfG6PD inh: -7; HKDC1 inh: 1; SENP6 inh: -27; SENP1 FRET inh: -1

What do the screens show for `O=C(COC(=O)c1ccccc1NCCO)NCC1CCCCC1`?
SENP7 inh: 5; SENP8 block-1: 3; NALP3 yeast inh: 22; Apaf1 inhib: 5; SENP8 block-2: -491; PfG6PD inh: 10; HKDC1 inh: -8; SENP6 inh: -3; SENP1 FRET inh: -5

How did Cc1cc(C)cc(NC(=O)Nc2cc(S(=O)(=O)N(C)C)ccc2C)c1 do in these assays?
SENP7 inh: 8; SENP8 block-1: -2; NALP3 yeast inh: -1; Apaf1 inhib: -1; SENP8 block-2: 24; PfG6PD inh: 20; HKDC1 inh: -1; SENP6 inh: -8; SENP1 FRET inh: 1

What do the screens show for `Oc1ccccc1N1CCN(C(=S)Nc2ccc(SC(F)F)cc2)CC1`?
SENP7 inh: -5; SENP8 block-1: -8; NALP3 yeast inh: 32; Apaf1 inhib: 26; SENP8 block-2: 5; PfG6PD inh: 12; HKDC1 inh: -5; SENP6 inh: -11; SENP1 FRET inh: 1

What do the screens show for `COc1ccc(/C(O)=C2/C(=O)C(=O)N(CCN(C)C)C2c2ccc(OC)c(OC)c2)c(C)c1` (stereo not drawn)?
SENP7 inh: 1; SENP8 block-1: -2; NALP3 yeast inh: -2; Apaf1 inhib: -2; SENP8 block-2: 4; PfG6PD inh: -25; HKDC1 inh: -8; SENP6 inh: 9; SENP1 FRET inh: -6

How did CCC[C@@H]1C[C@@H](C(=O)N[C@@H](C2O[C@H](SC)[C@H](O)[C@@H](O)[C@H]2O)[C@H](C)Cl)N(C)C1 (stereo partly drawn) do in these assays?
SENP7 inh: -6; SENP8 block-1: -6; NALP3 yeast inh: 22; Apaf1 inhib: 9; SENP8 block-2: -2; PfG6PD inh: 14; HKDC1 inh: -4; SENP6 inh: 0; SENP1 FRET inh: 2

How did Cc1ccc(CS(=O)(=O)Cc2ccc(C(=O)NCc3cccs3)o2)cc1 do in these assays?
SENP7 inh: 2; SENP8 block-1: -4; NALP3 yeast inh: 19; Apaf1 inhib: -14; SENP8 block-2: 13; PfG6PD inh: -6; HKDC1 inh: -7; SENP6 inh: -14; SENP1 FRET inh: 1

How did CCC(CO)Oc1cc(NCc2ccccc2C(F)(F)F)c2ncn(C(C)C)c2c1 (stereo not drawn) do in these assays?
SENP7 inh: 4; SENP8 block-1: 9; NALP3 yeast inh: 7; Apaf1 inhib: 37; SENP8 block-2: 2; PfG6PD inh: 35; HKDC1 inh: 11; SENP6 inh: 21; SENP1 FRET inh: -51

Results for O=C(O)CCC1c2cc3c4cc2OC2Oc5cc6c(cc51)C(CCC(=O)O)c1cc5c7cc1OC(O6)c1cc6cc(c1)Oc1cc(cc(C(=O)O)c1)Oc1cc8cc(c1)C(Oc1cc(c(cc1C5CCC(=O)O)C3CCC(=O)O)OC(O4)c1cc(cc(c1)Oc1cc(cc(C(=O)O)c1)O8)Oc1cc(cc(C(=O)O)c1)Oc1cc(cc2c1)Oc1cc(cc(C(=O)O)c1)O6)O7 (stereo not drawn) ?
SENP7 inh: -7; SENP8 block-1: 9; NALP3 yeast inh: 20; Apaf1 inhib: 99*; SENP6 inh: -366

How did CCCCn1c(N)c(N(CC)C(=O)CSCC(=O)Nc2ccc(OC)cc2)c(=O)[nH]c1=O do in these assays?
SENP7 inh: 5; SENP8 block-1: 1; NALP3 yeast inh: 17; Apaf1 inhib: -11; SENP8 block-2: -6; PfG6PD inh: -7; HKDC1 inh: 5; SENP6 inh: -5; SENP1 FRET inh: -4

Results for CC1OC(Oc2ccc3ccc(=O)oc3c2-c2c(O)ccc3cc(Oc4ccc5ccc(=O)oc5c4)c(=O)oc23)C(O)C(O)C1O (stereo not drawn) ?
SENP7 inh: -3; SENP8 block-1: 2; NALP3 yeast inh: 7; Apaf1 inhib: -6; SENP8 block-2: -486; PfG6PD inh: -4; HKDC1 inh: 0; SENP6 inh: 5; SENP1 FRET inh: -110
